Vif inh: inhibitors of HIV Vif. HEK293T cells, Vif self-association by quenched fluorescence, imaging, 24 h. inhibition, % at 7.49 µM. 340,000 tested, 0.35% active; in the data active = inhibition above about 50%, passing the limit was not always enough; inconclusive = no clear call, values can overlap the other calls; inactive = below about 31%; note: some results filed as inactive read as strong as hits
Peg3 promoter: Peg3 promoter activity inhibition; inhibition, % at 20 µM; AID 588405; HeLa PEG-Prom luciferase reporter, luminescence, overnight; 360,000 tested, 1.7% active;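 active = inhibition of at least 50% at 20 µM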
MITF TRPM1 inh: MITF TRPM1 promoter inhibition in SK-MEL-5 cells. SK-MEL-5 TRPM1 promoter luciferase, 24 h. 330,000 tested, 0.83% active. AID 488899. inhibition, % at 12.5 µM;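 active = mean inhibition across replicates of 60% or more, whatever share of single replicates reaches that level; inconclusive = some that reach 60%, reason not given; inactive = mean inhibition across replicates below 60%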; note: values of inactives mirror those of a sister screen read the other way
NR2E3 ag-1: activates human NR2E3 receptor; Q9Y5X4; CHO-S Gal4-NCOR/VP16-NR2E3 two-hybrid, luciferase; inhibition of corepressor binding, % at 3.98 µM; 360,000 tested, 0.35% active; AID 602229;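 active = inhibition above the mean of all tested compounds plus 3 SD, cut at about 70% in these data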;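 note: 0% = DMSO with NR2E3 transfected cells and 100% = cells lacking NR2E3 construct; higher means lower luciferase signal from less NR2E3 corepressor binding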
Target sequence (Q9Y5X4 whole entry, looked up, the tested form may be a part): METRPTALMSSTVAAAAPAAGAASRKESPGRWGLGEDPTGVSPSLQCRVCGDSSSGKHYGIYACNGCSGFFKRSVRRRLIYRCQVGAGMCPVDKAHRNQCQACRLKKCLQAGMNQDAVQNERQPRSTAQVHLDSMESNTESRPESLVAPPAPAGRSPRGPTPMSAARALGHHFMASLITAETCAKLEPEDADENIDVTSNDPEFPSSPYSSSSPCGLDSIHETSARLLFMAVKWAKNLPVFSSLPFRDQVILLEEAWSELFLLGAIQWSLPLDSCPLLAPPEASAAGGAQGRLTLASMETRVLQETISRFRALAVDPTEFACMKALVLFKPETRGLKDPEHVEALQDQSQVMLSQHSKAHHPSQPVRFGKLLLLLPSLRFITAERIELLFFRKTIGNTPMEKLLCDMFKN
Shn3 3UTR inh: reduces Shn3 3'UTR luciferase signal in osteoblasts; Clone20 osteoblast Shn3 3'UTR firefly luciferase, 24 h; inhibition, % at 12.5 µM; 360,000 tested, 0.52% active; AID 588674;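 active = mean inhibition of at least 75% with every replicate also reaching 75%; inconclusive = mean inhibition at least 75% but some replicate below; inactive = mean inhibition below 75%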;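 note: 0% = median of neutral control wells and 100% = pilot-screen positive control compound; some compounds past the cut are filed as inactive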
PDI turbidity: blocks human protein disulfide isomerase activity | inhibition, % at 10 µM | AID 588391 | PDI insulin aggregation turbidity, A650, 90 min | 350,000 tested, 0.052% active;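 active = mean inhibition across replicates of 30% or more, whatever share of single replicates reach that level; inconclusive = mean inhibition below 30% while every single replicate reaches 30%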;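 note: absorbance from insulin aggregation driven by PDI reduction with DTT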
Target sequence (P07237 whole entry, looked up): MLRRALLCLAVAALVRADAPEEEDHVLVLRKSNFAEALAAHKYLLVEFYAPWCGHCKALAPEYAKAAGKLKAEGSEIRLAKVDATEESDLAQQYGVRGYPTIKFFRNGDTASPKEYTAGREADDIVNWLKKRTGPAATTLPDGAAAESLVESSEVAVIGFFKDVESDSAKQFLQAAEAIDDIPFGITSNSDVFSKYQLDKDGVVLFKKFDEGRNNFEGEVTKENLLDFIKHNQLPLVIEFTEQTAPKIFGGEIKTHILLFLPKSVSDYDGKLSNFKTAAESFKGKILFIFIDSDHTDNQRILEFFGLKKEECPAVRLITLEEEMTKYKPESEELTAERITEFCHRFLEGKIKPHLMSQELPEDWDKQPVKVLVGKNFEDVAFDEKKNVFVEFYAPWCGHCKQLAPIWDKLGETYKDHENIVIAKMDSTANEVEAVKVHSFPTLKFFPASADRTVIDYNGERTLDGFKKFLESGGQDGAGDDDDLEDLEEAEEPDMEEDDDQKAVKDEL
NR2E3 ag-2: activates human photoreceptor nuclear receptor NR2E3; inhibition of corepressor binding, % at 4.78 µM; 320,000 tested, 0.12% active; Q9Y5X4; GST-NR2E3/biotin-RetCOR TR-FRET, 1536-well; AID 2300;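 active = percent inhibition above the cutoff of mean plus 3 SD of all tested compounds, set per screening campaign, cut at about 20% in these data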;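 note: 0% = DMSO wells and 100% = biotin wells as full block of FRET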
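System: GST-NR2E3 and biotin-RetCOR proteins; probe or stimulus: 7 nM biotin-RetCOR; doses: compound at 4.8 µM, single dose; schedule: Compound–protein incubation for 5 h at 4 °C; detection: time-resolved FRET; read-out: percent inhibition; controls: biotin wells as high control, 0.6% DMSO wells as low control; format: 1536-well plates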
CF NFkB inh: cystic fibrosis NF-kB activation inhibition; AID 588850; inhibition, % at 5 µM; KKLEB NF-kB-GFP reporter, PAF-induced, GFP fluorescence overnight; 360,000 tested, 0.86% active;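 active = at least 50% inhibition at 5 µM, scaled per plate between neutral and stimulator controls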;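 note: PAF is a Pseudomonas aeruginosa culture filtrate used as stimulus; plate controls were PAF-stimulated DMSO wells for no effect and unstimulated DMSO wells for full effect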
KKLEB tox: counter-screen for CF NF-kB inhibitors: cytotoxicity | KKLEB CF airway cells viability, ATPlite luminescence, overnight; active compounds read low; cells stimulated with P. aeruginosa culture filtrate | activity change (cytotoxicity), % at 5 µM | 360,000 tested, 0.36% active;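 active = corrected activity change at or below -50% at 5 µM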
HIF-2a inh: inhibitors of HIF-2a | 786-0 RCC cells HIF-2a reporter, luciferase luminescence, overnight | 360,000 tested, 0.72% active | AID 624352 | inhibition, % at 18.8 µM;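 active = inhibition of the luminescence signal of 40% or more relative to plate controls, in a single-dose primary screen at 18.75 µM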
CaV13 ICDI inh: Disruptors of the CACNA1D IQ motif to Ca2+-dependent inactivation inhibitor domain association, primary screening, Förster resonance energy transfer in intact living … | HEK cells, CFP/YFP FRET ICDI-IQ, plate reader, 10 min; percent FRET-ratio fall versus neutral wells | inhibition, % at 12.3 µM | 340,000 tested, 0.098% active;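 active = mean replicate inhibition of at least 30% and at least 1% of replicates passing that level; inconclusive = only one of the two criteria is met; inactive = neither criterion is met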;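 note: 0% = median of the neutral control wells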
* = called active by the depositor; ? = inconclusive; . = not tested or not shown.

entry | SMILES | Vif inh | Peg3 promoter | MITF TRPM1 inh | NR2E3 ag-1 | Shn3 3UTR inh | PDI turbidity | NR2E3 ag-2 | CF NFkB inh | KKLEB tox | HIF-2a inh | CaV13 ICDI inh
1 | O=C(Nc1cccnc1)c1cc(-c2cccs2)on1 | 1 | -9 | -16 | -38 | 8 | 1 | 1 | -20 | -4 | -150 | -4
2 | CCOC(=O)N1N=C(C)CC1(O)c1ccc(Cl)cc1 (stereo unspecified) | 11 | 10 | 5 | -21 | -7 | 9 | 0 | 1 | -30 | 7 | -19
3 | CC(C)c1cccc(-c2csc(C(O)c3ccco3)n2)c1 (stereo unspecified) | -9 | -167 | . | -63 | -14 | -1 | . | 12 | 0 | -126 | -7
4 | COCCNC(=O)C1CCC(=O)N(c2ccc(OC)cc2)C1c1ccc(OC)c(OC)c1 (stereo unspecified) | 11 | -4 | 2 | -24 | 11 | 1 | -1 | -5 | 4 | 2 | -4
5 | CCOC(=O)c1nnc(-c2ccc(C)cc2)nc1Sc1ccc(Cl)cc1 | -2 | 25 | 2 | -13 | -52 | -8 | 0 | -4 | 13 | 12 | -1
6 | CCCNC(=O)C(Cc1ccccc1)NC(=O)c1ccccc1 (stereo unspecified) | -7 | -17 | 5 | -16 | 10 | 9 | 3 | -10 | 11 | -4 | -4
7 | Cc1cc(=O)[nH]c(N/N=C/c2c(C)nn(-c3ccccc3)c2Cl)n1 | -12 | -14 | -21 | 8 | -23 | -3 | -2 | 7 | -8 | -47 | -5
8 | Nc1ncnc2nn(C3OC(CO)C(O)C3O)nc12 (stereo unspecified) | -2 | 10 | . | 7 | -1 | -13 | . | 14 | -8 | 7 | -16
9 | Cc1ccc(CNC(=O)c2ccccc2-n2cnnn2)cc1 | 11 | 8 | 7 | 11 | . | -3 | 1 | 10 | 7 | 10 | -5
10 | O=C(CN(c1ccccc1)S(=O)(=O)c1ccccc1[N+](=O)[O-])Nc1cccnc1 | 9 | 9 | -6 | -12 | 0 | -13 | 1 | -8 | 6 | 12 | -3
11 | Cc1cc(OCCCC(=O)Nc2cc(S(=O)(=O)N3CCOCC3)ccc2N2CCOCC2)ccc1Cl | -3 | 5 | 0 | -5 | 6 | 1 | . | 7 | -10 | 14 | -2
12 | Cn1c(=NC(=O)c2cnccn2)sc2ccccc21 | 11 | -171 | -43 | -91 | -46 | -4 | 3 | -13 | 0 | -133 | -3
13 | O=C(CSc1nnc2ccccn12)NCc1ccc2c(c1)OCO2 | 11 | 7 | -3 | -10 | -1 | 2 | -2 | -18 | 6 | 5 | -5
14 | O=C(OCc1c(Cl)nc2sccn12)c1cc2c(s1)CCCC2 | 4 | 2 | 2 | -12 | -2 | -6 | 2 | -2 | 0 | 11 | .
15 | NC(=O)CCC(NS(=O)(=O)c1ccc(Cl)cc1)C(=O)NCc1ccccc1Cl (stereo unspecified) | 8 | 3 | -7 | 12 | -15 | 0 | -4 | -6 | -7 | 19 | -4
16 | COc1ccc(CCN2C(=S)N(c3ccc(Cl)cc3)C(=O)C2CC(N)=O)cc1OC (stereo unspecified) | -2 | 9 | 8 | -19 | 6 | 1 | 0 | 16 | 10 | 12 | 2
17 | COCCn1c(SCC(=O)Nc2ccc(OC)cc2)nnc1-c1ccoc1C | 49 | -18 | -15 | -26 | -6 | -5 | 2 | 10 | 3 | -15 | -4
18 | O=C(CN1CCN(C(C(=O)Nc2cc(C(F)(F)F)ccc2Cl)c2ccccc2)CC1)NC1CC1 (stereo unspecified) | 31 | 18 | 22 | -5 | 2 | -9 | . | -19 | 9 | -10 | -7
19 | CCOc1ccc(N2CC(C(=O)Nc3nnc(C4CCCCC4)s3)CC2=O)cc1 (stereo unspecified) | ? | -6 | 1 | 1 | 2 | -5 | 1 | 4 | 14 | 6 | -4
20 | O=C(Cc1cccc(C(F)(F)F)c1)OCN1C(=O)c2ccccc2C1=O | -4 | 23 | 5 | -8 | 4 | -5 | 1 | 1 | 2 | 8 | -5
21 | O=C(N/N=C/c1ccc(Cl)s1)C(O)c1ccccc1 (stereo unspecified) | -17 | -16 | -1 | -10 | 1 | -1 | 3 | -14 | 17 | -35 | 13
22 | Cc1ccc(-c2nn(-c3ccccc3)cc2C(=O)NCC(c2cccs2)N2CCOCC2)cc1 (stereo unspecified) | -8 | -17 | -15 | -5 | 20 | -3 | 0 | -1 | 10 | -40 | -6
23 | N#C/C(=C\c1ccc(OC(=O)c2ccccn2)cc1)C(N)=O | 11 | -1 | 5 | -32 | -33 | -4 | -1 | 8 | 6 | 1 | -5
24 | Cc1cc(OC(=O)c2cccc(F)c2)c([N+](=O)[O-])c(=O)[nH]1 | -4 | 2 | 2 | 1 | 2 | 5 | 3 | -16 | -6 | 8 | -3
25 | COc1cc(C(=O)N(CCN(C)C)CC2CCCN(Cc3ccccc3F)C2)ccc1C (stereo unspecified) | -4 | -31 | -18 | 14 | 8 | 14 | -2 | 16 | -6 | 6 | -5
26 | FC(F)(F)c1cccc(Cc2noc(CN(Cc3ccccn3)CC3CCCO3)n2)c1 (stereo unspecified) | -1 | 17 | -4 | 14 | 3 | -4 | 1 | 3 | 3 | 17 | 4
27 | C=Cc1ccc(Cn2c(C)c(C(=O)NCc3cccc(C)c3)sc2=O)cc1 | -4 | 21 | . | -5 | 0 | 10 | . | 1 | 5 | -2 | 69*
28 | COc1cccc(NC(=O)CS(=O)(=O)c2cn(CC(=O)N3CCOCC3)c3ccccc23)c1 | 7 | -28 | 6 | 23 | -21 | 0 | 2 | 3 | -1 | -3 | -4
29 | CCOc1ccc2oc(C(=O)OCC(=O)N3C(C)CCCC3C)c(C)c2c1 (stereo unspecified) | -18 | 6 | -2 | -47 | 17 | 14 | 5 | 6 | -1 | -12 | -2
30 | COCc1nnc(NC(=O)C2CCN(C(=O)c3ccco3)CC2)s1 | 2 | -2 | . | 7 | -5 | 12 | 4 | -12 | 1 | 11 | -3

Complete entries, looked up by structure. Screens in order: Vif inh, Peg3 promoter, MITF TRPM1 inh, NR2E3 ag-1, Shn3 3UTR inh, PDI turbidity, NR2E3 ag-2, CF NFkB inh, KKLEB tox, HIF-2a inh, CaV13 ICDI inh
CCOC(=O)c1nnc(-c2ccc(C)cc2)nc1Sc1ccc(Cl)cc1 in the list: -2, 25, 2, -13, -52, -8, 0, -4, 13, 12, -1
Cc1cc(OCCCC(=O)Nc2cc(S(=O)(=O)N3CCOCC3)ccc2N2CCOCC2)ccc1Cl in the list: -3, 5, 0, -5, 6, 1, ., 7, -10, 14, -2

Going on with the list.
entry | SMILES | Vif inh | Peg3 promoter | MITF TRPM1 inh | NR2E3 ag-1 | Shn3 3UTR inh | PDI turbidity | NR2E3 ag-2 | CF NFkB inh | KKLEB tox | HIF-2a inh | CaV13 ICDI inh
31 | COc1ccc(-n2c(C)cc(/C=C3\C(=N)N4N=C(CC(=O)N5CCOCC5)SC4=NC3=O)c2C)c(OC)c1 | -3 | 37 | -2 | -37 | -11 | 3 | 1 | 38 | -46 | 15 | -5
32 | CC(=O)N1CCCC(C(=O)c2ccc(Oc3ccccc3)cc2)C1 (stereo unspecified) | -4 | -58 | -27 | -36 | -16 | 1 | 4 | 1 | 27 | -44 | 1
33 | CCOc1ccc(N=C2NC(=O)CS2)cc1 | -4 | 18 | -3 | -6 | -3 | -9 | 0 | -11 | -5 | 16 | -20
34 | COC(=O)CSc1nc(C)cc(C(F)(F)F)c1C#N | 3 | -10 | -9 | 5 | -4 | -5 | 2 | 3 | 6 | 3 | -6
35 | O=c1ccn2c(n1)SC(c1ccccc1)C2 (stereo unspecified) | 3 | -11 | . | -15 | 4 | 9 | . | -2 | -3 | 12 | -5
36 | Nc1c(C(=O)NCc2ccc3c(c2)OCO3)c2nc3ccccc3nc2n1CCCN1CCOCC1 | 0 | 29 | -7 | -2 | 8 | -13 | 4 | -26 | -4 | -79 | -5
37 | CC(=O)c1c(O)cc(=O)oc1-c1ccc(C)cc1 | -2 | -1 | -8 | 17 | -8 | 1 | 2 | 8 | -9 | 12 | -1
38 | COc1cc(OC)cc(OCC(O)Cn2ccnc2C)c1 (stereo unspecified) | 6 | -6 | 7 | -17 | 27 | -6 | -1 | -13 | 4 | 0 | -4
39 | CSc1ccc(C(=O)C2CCCN(C(=O)c3cccnc3SC)C2)cc1 (stereo unspecified) | 0 | 10 | 4 | -5 | . | -5 | 8 | 14 | 1 | 4 | -1
40 | CSCCC(NC(=O)COc1ccccc1)C(=O)N1CCN(c2ccccc2O)CC1 (stereo unspecified) | -1 | 21 | 1 | -10 | 3 | -1 | -1 | 10 | -8 | 17 | -5
41 | Cc1nc2ccccc2nc1CSc1nncs1 | 9 | 3 | -4 | -7 | 4 | -1 | 3 | -13 | -1 | -2 | .
42 | CC(=O)Oc1ccc(-c2csc(Nc3ccc(S(N)(=O)=O)cc3)n2)cc1 | -1 | 13 | -8 | -12 | 18 | -8 | -5 | -25 | 12 | -43 | -2
43 | COc1ccc(OC)c(C2CC(c3ccccc3)=NN2C(=S)Nc2ccccc2)c1 (stereo unspecified) | 13 | 32 | 15 | 26 | 11 | 13 | 0 | 8 | -10 | 8 | -5
44 | O=c1[nH]cnc2c1sc(=S)n2-c1ccccc1 | -3 | 7 | -4 | -8 | 10 | 9 | 1 | -7 | 3 | 27 | -8
45 | COc1ccc(N2CCN(C(=O)C3CCN(C(=O)c4ccc([N+](=O)[O-])cc4)CC3)CC2)cc1 | 0 | 12 | 10 | -14 | 20 | 6 | 3 | 11 | -8 | 12 | -5
46 | O=C(Cc1c(F)cccc1Cl)NCCc1c[nH]c2ccccc12 | 4 | -8 | -10 | -6 | -4 | 2 | 7 | -10 | 2 | -18 | -3
47 | Cc1cccc(NC(=O)CSCc2cc(=O)n3ccsc3n2)c1C | 7 | 12 | 5 | -5 | -5 | -10 | 0 | 4 | 1 | 11 | .
48 | COc1ccc(-c2cc(C(=O)N3CCCCCC3)c3ccccc3n2)cc1OC | -2 | 8 | . | -20 | 18 | 1 | . | -4 | -2 | 5 | -5
49 | O=C(CN1CCCC1)Nc1ccc(NC(=O)Nc2ccccc2)cc1 | 11 | -254 | -43 | -50 | -46 | 14 | 2 | 13 | -1 | -147 | .
50 | O=C(CSc1ncn[nH]1)N1CCN(c2nnc(-c3ccccc3)c3ccccc23)CC1 | 0 | 3 | 9 | -5 | 7 | -1 | 1 | 0 | -10 | 22 | -3
51 | O=C(COc1ccc(Cl)cc1)N1CCN(S(=O)(=O)c2ccc(Cl)cc2)CC1 | 14 | 3 | 7 | 7 | 13 | 1 | 5 | -3 | 2 | 8 | -4
52 | COc1ccc(C2C(C(=O)OCC(=O)Nc3ccc(C)cc3)CCC(=O)N2c2ccc(OC)cc2)cc1 (stereo unspecified) | 3 | 6 | 14 | 5 | 9 | -10 | 3 | 7 | 1 | 6 | -2

Screening results (PubChem BioAssay)
